Source: PubChem BioAssay
VLA-4 inh: inhibition in a human VLA-4 binding assay. P13612. VLA-4 expressing cells, ligand binding flow cytometry. inhibition, % (about 7 µM as worked out from the volumes in the protocol). 330,000 compounds, 0.2% hits; in the data active = inhibition above about 50%
GRK2 aptamer HTS: blocks RNA aptamer binding to human GRK2; P25098; bead flow cytometry, FAM-aptamer displacement from GRK2; inhibition of aptamer binding, % at 10 µM; 330,000 compounds, 0.59% hits;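 active = inhibition of aptamer binding above 40%, roughly 3 SD of noise, on plates passing a quality check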;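 also: median bead fluorescence of bound FAM aptamer so fluorescent compounds give negative values; no value below 0 was filed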
AGP1 TOR yeast: modulators of TOR pathway AGP1-GFP in S. cerevisiae; S. cerevisiae AGP1-GFP multiplex flow cytometry, 3 h; GFP as percent of DMSO wells; GFP response vs DMSO, % at 10 µM; 320,000 compounds, 0.02% hits; AID 2066;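 active = GFP response relative to DMSO above a set limit, near screen average plus 3 SD, cut at about 150% in these data; inconclusive = fewer than 70 cells counted for the yeast strain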;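 also: median GFP channel fluorescence of the gated AGP1 strain per well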
CIT2-GFP yeast: alters CIT2-GFP fluorescence in TOR pathway yeast screen; S. cerevisiae CIT2-GFP strain, flow cytometry, 3 h; 100 means same as DMSO wells; AID 2029; GFP response vs DMSO, % at 10 µM; 320,000 compounds, 0.065% hits;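 active = GFP response relative to DMSO above a set limit, near the screen mean plus 3 SD, cut at about 150% in these data; inconclusive = Fewer than 70 cells measured for a yeast strain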;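 also: ratio of well median GFP fluorescence to mean of DMSO wells on the plate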
MEX-5 binding: C. elegans MEX-5 TCR-2 RNA binding activity | Q9XUB2 | MEX-5/FITC-TCR2 RNA binding, fluorescence polarization; hits give low values | 300,000 compounds, 0.38% hits | activity score (negative = inhibition of binding), % at 10 µM;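 active = inhibition past about -25% in most replicates, and total fluorescence under double the plate's negative control median, limit read from the data; inconclusive = replicates evenly split on the limit, or fluorescence at least double controls; inactive = too little inhibition in most replicates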;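 also: 0% = DMSO and -100% = 5 µM competing unlabeled TCR2 RNA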
MCL1-BIM inh: inhibitors of human MCL1 binding to BIM-BH3 peptide. Q07820. GST-MCL1 / FITC-Bim-BH3 fluorescence polarization. inhibition, % at 10.9 µM. 320,000 compounds, 0.68% hits. AID 2057;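 active = inhibition above the mean inhibition of all tested compounds plus 3 SD, set per campaign, cut at about 40% in these data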;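 also: 0% = DMSO wells and 100% = unlabeled Bim-BH3 peptide control; higher means more loss of mP so more displacement of Bim peptide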
Target sequence (Q07820 whole entry, looked up): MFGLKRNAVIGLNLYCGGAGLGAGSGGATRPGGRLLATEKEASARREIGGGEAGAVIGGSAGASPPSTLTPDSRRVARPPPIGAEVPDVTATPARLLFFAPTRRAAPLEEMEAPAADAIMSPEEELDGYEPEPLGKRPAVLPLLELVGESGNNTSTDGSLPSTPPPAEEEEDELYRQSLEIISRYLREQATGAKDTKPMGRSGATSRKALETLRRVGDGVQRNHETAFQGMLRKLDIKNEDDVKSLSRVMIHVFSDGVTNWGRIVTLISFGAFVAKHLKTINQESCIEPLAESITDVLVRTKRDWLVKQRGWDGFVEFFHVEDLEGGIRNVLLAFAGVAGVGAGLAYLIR
GLD-1 RNA inh: GLD-1-TGE RNA interaction inhibition (C. elegans); Q17339; purified GLD-1 + fluorescein TGE RNA, fluorescence polarization; inhibition, % at 5.96 µM; 320,000 compounds, 0.44% hits;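 active = percent inhibition above a per-plate cutoff, the plate mean of test compounds plus 3 SD, cut at about 30% in these data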;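 also: 0% = DMSO wells with GLD-1 and probe and 100% = wells lacking GLD-1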
Target sequence (Q17339 whole entry, looked up): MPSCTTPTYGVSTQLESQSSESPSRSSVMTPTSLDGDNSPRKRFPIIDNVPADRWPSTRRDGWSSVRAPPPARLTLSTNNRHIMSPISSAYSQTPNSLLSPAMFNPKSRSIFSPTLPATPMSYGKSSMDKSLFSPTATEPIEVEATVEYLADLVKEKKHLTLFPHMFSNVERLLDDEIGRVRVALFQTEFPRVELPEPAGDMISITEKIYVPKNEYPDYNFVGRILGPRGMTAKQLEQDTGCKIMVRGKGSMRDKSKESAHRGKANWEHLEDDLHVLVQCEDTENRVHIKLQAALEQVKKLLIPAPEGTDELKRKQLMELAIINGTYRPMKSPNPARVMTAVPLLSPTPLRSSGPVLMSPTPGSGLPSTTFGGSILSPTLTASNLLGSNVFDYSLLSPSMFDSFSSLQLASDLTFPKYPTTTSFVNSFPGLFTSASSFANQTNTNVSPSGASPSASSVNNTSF
BCLXL inh: Bcl-xL (human) inhibition | AID 2129 | inhibition, % at 10.9 µM | Q07817 | 320,000 compounds, 0.7% hits | GST-Bcl-xL / FITC-Bim BH3 peptide fluorescence polarization;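 active = inhibition above the mean of all tested compounds plus 3 SD, cutoff set per campaign, cut at about 30% in these data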;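 also: 0% = DMSO wells and 100% = unlabeled Bim-BH3 peptide competitor; inhibitors lower millipolarization by displacing the labeled peptide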
Target sequence (Q07817 whole entry, looked up): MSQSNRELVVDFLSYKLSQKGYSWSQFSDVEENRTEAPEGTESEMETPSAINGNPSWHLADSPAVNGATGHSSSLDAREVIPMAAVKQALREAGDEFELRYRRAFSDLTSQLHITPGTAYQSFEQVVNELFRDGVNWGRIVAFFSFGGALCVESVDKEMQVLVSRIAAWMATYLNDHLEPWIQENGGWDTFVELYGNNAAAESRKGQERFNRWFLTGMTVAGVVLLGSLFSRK
Fam108B inh: Fam108B inhibition, counter-screen for RBBP9 inhibitors. recombinant Fam108B, FP-Rh probe fluorescence polarization. inhibition, % at 9.51 µM. 300,000 compounds, 0.33% hits;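 active = inhibition above the screen mean inhibition plus 3 SD, computed separately per campaign, cut at about 18% in these data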;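 also: inhibitors lower polarization as less probe binds the enzyme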
* hit, by the source's call; i = inactive; ? = inconclusive; nt = not tested or not shown.

SMILES	VLA-4 inh	GRK2 aptamer HTS	AGP1 TOR yeast	CIT2-GFP yeast	MEX-5 binding	MCL1-BIM inh	GLD-1 RNA inh	BCLXL inh	Fam108B inh
COc1ccc(C2C(C(=O)O)CC(=O)N2C2CCCCC2)cc1 (centres undefined)	i	0	90	89	-2.2	-1	-1	2	1
O=C(NCC1CCCO1)c1ccc2c(=O)n(-c3ccc(F)cc3)c(=S)[nH]c2c1 (centres undefined)	11	0	107	100	1.7	7	0	-1	-9
O=C(CN1C(=O)CSc2ncccc21)Nc1cccc(Cl)c1	-24	2	104	104	-1.0	-4	-2	-2	-5
CCC1(CC)NC(=O)N(CC(=O)OCC(=O)NC(=O)c2ccccc2OC)C1=O	2	0	98	94	0.2	0	-2	5	0
Cc1nnc(SCc2ccccc2Cl)n(N)c1=O	5	0	103	98	0.8	11	-3	3	-2
CC(C)N1CC(C(=O)Nc2cc(Cl)cc(Cl)c2)CC1=O (centres undefined)	7	2	86	94	1.9	1	-2	-3	-1
O=C(c1ccc(NS(=O)(=O)c2ccc(F)cc2)cc1)N1CCN(c2ccccc2O)CC1	12	0	89	93	1.5	0	-3	-1	3
COc1ccccc1C(=O)Nc1ccc2nc3n(c(=O)c2c1)CCCC3	4	0	99	100	2.5	7	4	8	-3
C#CCOc1ccccc1C(N)=O	6	1	101	94	-0.7	4	8	3	1
CC1(C)Cc2cccc(OCC(=O)OCc3nnc(-c4ccccc4)o3)c2O1	10	0	96	96	nt	2	4	6	nt
C/C(=N\NC(=O)COc1cc(C)cc(C)c1)c1ccc(N2CCOCC2)cc1	-12	3	105	103	3.8	13	0	-2	1
NC(N)=N/N=C/c1ccccc1	5	2	101	102	4.4	6	-4	4	-4
Cc1ccc(C(=O)OCC(=O)Nc2ccccc2C(F)(F)F)cc1S(=O)(=O)N1CCOCC1	-3	0	102	102	1.5	2	1	3	1
Cn1c(=O)[nH]c(=O)c2c1nc(N1CCCCCC1)n2CCCSc1nnnn1-c1ccccc1	9	0	92	96	0.2	2	-10	4	9
CCN(CC)CCN(C)Cc1nc(C(c2ccccc2)c2ccccc2)no1	4	0	96	101	0.3	7	7	0	-2
COC(=O)c1cc(CN2CCN(c3ccccc3)CC2)ccc1O	11	0	100	95	-1.6	5	5	2	3
Cc1ccc(-c2csc(NC(=O)c3cccc(C)c3)c2C(=O)O)cc1	8	3	103	102	0.4	5	-1	9	0
COCCNC(=O)CN(C(=O)CCC(=O)Nc1nccs1)c1ccccc1OC	3	1	111	108	-4.7	-5	0	4	-1
CC(NC(=O)c1cccs1)C(=O)NC1=NCCS1 (centres undefined)	11	1	110	107	2.7	7	10	6	3
CC(Oc1ccc2c3c(c(=O)oc2c1)CCCC3)C(=O)NC1CC(C)(C)NC(C)(C)C1 (centres undefined)	5	1	107	104	-3.5	-4	5	4	-1
CCOc1cccc2cc(-c3csc(NC(=O)CCC(=O)N4CCC(C)CC4)n3)c(=O)oc12	1	1	97	92	0.2	3	0	2	0
CC(C)(C)c1ccc(C(=O)N2CCN(CCNC(=O)C(=O)Nc3ccc(F)cc3)CC2)cc1	9	9	100	104	-3.2	5	2	1	7
CN1c2ccccc2-c2nc3ccccc3n2C1c1ccccn1 (centres undefined)	-5	3	?	?	-4.6	3	6	6	0
Cc1noc(C)c1CSc1nnc2ccccn12	12	1	nt	107	-0.3	-4	-1	-8	-4

Reprinted from the part before: 3 entries, followed by the next part.
SMILES	VLA-4 inh	GRK2 aptamer HTS	AGP1 TOR yeast	CIT2-GFP yeast	MEX-5 binding	MCL1-BIM inh	GLD-1 RNA inh	BCLXL inh	Fam108B inh
CC(C)(C)c1ccc(C(=O)N2CCN(CCNC(=O)C(=O)Nc3ccc(F)cc3)CC2)cc1	9	9	100	104	-3.2	5	2	1	7
CN1c2ccccc2-c2nc3ccccc3n2C1c1ccccn1 (centres undefined)	-5	3	?	?	-4.6	3	6	6	0
Cc1noc(C)c1CSc1nnc2ccccn12	12	1	nt	107	-0.3	-4	-1	-8	-4
c1ccc(CCNc2nnnn2-c2ccccc2)cc1	10	0	101	103	3.7	0	1	4	3
C=CCn1c(-c2csc(-c3ccc(OC)c(OC)c3)n2)n[nH]c1=S	-3	0	104	110	nt	-18	9	-31	-7
CC(=O)Nc1ccc(NC(=O)c2ccc(-c3ccc([N+](=O)[O-])cc3)o2)cc1	-5	0	89	91	0.9	12	-2	5	0
O=C(CSCc1nc2ccccc2[nH]1)N1CCN(c2ccc(F)cc2)CC1	-1	1	107	99	3.1	1	-3	4	0
CN(C)C(=S)Nn1c(-c2ccccc2)nc2ccccc2c1=O	5	0	100	100	1.8	6	2	4	-4
COc1ccc(C)cc1NC(=O)CCS(=O)(=O)c1ccc2c(c1)CCN2C(C)=O	0	2	99	101	0.6	7	9	8	2
O=C(CSc1n[nH]c(-c2ccccc2)n1)Nc1ccc(N2CCOCC2)cc1	27	0	94	98	-1.1	2	-1	3	-5
COc1cc(C(=O)NCC(=O)N/N=C/c2cccnc2)cc(OC)c1OC	-4	2	100	97	0.2	0	-2	4	-1
C=CCOc1ccc(C(c2c(C(=O)O)[nH]c3ccccc23)c2c(C(=O)O)[nH]c3ccccc23)cc1	-15	79*	82	95	-17	39	4	12	7
Cc1ccc(CNC(=O)c2ccccc2NS(C)(=O)=O)cc1	16	3	112	110	-0.4	14	0	5	2
COc1ccc(-c2csc(Nc3ccccc3)n2)cc1	0	0	102	89	-0.2	5	9	4	5
CC1CCCN(c2nc(-c3cccnc3)nc3scc(-c4ccccc4)c23)C1 (centres undefined)	6	1	94	91	1.4	-7	1	-2	-4
O=C(Cn1cncn1)N/N=C/c1ccc(Cl)cc1	13	0	96	95	3.8	3	6	2	0
COc1ccc(N2C(N)=NC(N)=NC2(C)C)cc1	24	12	104	101	-0.3	4	3	2	5
Cc1[nH]nc2c1C(CC(C)C)C(C#N)=C(N)O2 (centres undefined)	4	0	107	104	-0.5	-1	5	2	-1
CCOc1cc(N2CCOCC2)c(OCC)cc1NC(=O)COc1ncnc2ccccc12	5	2	111	107	0.2	11	2	7	5
CC(=O)Nc1sc2c(c1C(c1cccs1)N1CCOCC1)CCCC2 (centres undefined)	13	0	nt	96	2.7	-2	4	-1	2
COc1cc(/C=N\NC(=O)CC(=O)NCCc2ccccc2)ccc1O	3	0	116	132	0.2	2	-4	5	3
CC(C)(C)NC(=O)CSc1nnc(-c2ccccn2)n1Cc1ccccc1	-8	4	108	107	-2.1	-3	2	3	3
CCOC(=O)C1C(=O)N(C(=O)c2ccc(OC)cc2)CC1c1ccccc1 (centres undefined)	-11	0	100	101	-1.0	1	-5	-1	0
Cc1ccc(NC(=O)CCNC(=O)c2ccc(Cl)cc2)nc1	6	0	101	88	1.4	0	-1	5	-4
CN(C)S(=O)(=O)c1cccc(C(=O)Nc2ccccc2Cl)c1	23	0	106	101	-2.8	0	2	0	-2
COc1ccccc1CNC(=O)CCNS(=O)(=O)c1ccc2c(c1)CC(C)N2C(C)=O (centres undefined)	21	2	103	111	-1.3	5	5	3	3
O=C(O)CCCCCCCCc1cn(CC2CCCCC2)nn1	19	0	77	60	-1.4	0	1	1	2
CC1CCCN(C2=NC(=O)/C(=C/c3cn(-c4ccccc4)nc3-c3cccc(S(=O)(=O)N(C)C)c3)S2)C1 (centres undefined)	14	3	87	91	0.4	8	0	6	-10
CN(C)CCC1c2ccc(Cl)cc2CCc2cccnc21 (centres undefined) (tested in a mixture with another compound)	12	0	102	109	-0.9	8	-3	5	-5
c1csc(-c2ncc3ccccn23)c1	-8	0	99	96	-0.5	4	7	9	7
Cc1ccc(OCC(=O)Nc2ccc3oc(=O)ccc3c2)cc1C	18	1	99	97	1.3	3	-9	5	-5
Nc1c(C(=O)Nc2ccc(Cl)cc2)oc2ccccc12	-3	0	93	93	-2.4	-9	-5	-6	11
O=C(CN1CCCN(S(=O)(=O)c2ccc(F)cc2)CC1)Nc1cccc(F)c1	5	2	105	101	2.0	10	0	11	2
CCOC(=O)c1cc2c(=O)n3ccccc3nc2n(C(C)C)c1=NC(=O)c1c(-c2ccccc2Cl)noc1C	0	1	99	100	0.1	2	0	-1	3
O=C(c1cc2nc(-c3ccc(Cl)cc3)cc(C(F)(F)F)n2n1)N1CCOCC1	43	3	96	102	-1.4	0	3	0	0
Cc1ccc(NC2c3ncccc3C(=O)N2Cc2ccco2)c(C)c1 (centres undefined)	13	2	97	99	-0.4	9	11	-1	4
O=C(O)C1=CC[C@@H](c2ccc(Cl)cc2)N(S(=O)(=O)c2ccc(Cl)cc2)[C@H]1c1ccc(F)cc1	-4	0	98	94	nt	8	2	11	-1
Cc1ccc(Sc2c(C)[nH]n(C(C)(C)C)c2=O)cc1	1	0	99	99	-1.0	4	1	3	-3
CCOC(=O)C1CCN(C(=O)c2ccccc2NC(=O)c2ccc(Br)cc2)CC1	22	0	108	101	2.4	2	-3	0	-2
O=C(NC(O)C(=O)c1ccccc1)c1cccs1 (centres undefined)	-1	0	97	95	0.6	-1	4	3	-2
COc1cccc(NC(=O)CCN2C(=O)c3ccccc3Sc3ncccc32)c1	18	0	100	104	-0.4	-6	2	2	-2
O=c1c2ccccc2[nH]c(=S)n1Cc1cccnc1	-1	1	105	107	-5.1	-1	7	2	1
CCCCC(=O)NNC(=O)N1c2ccccc2Sc2ccccc21	-3	0	99	106	-2.1	-3	0	7	4
CCNc1sc(C(=O)c2cccs2)c(N)c1-c1nc2ccccc2s1	-4	3	93	103	-2.0	15	29	20	4
COc1ccc(Br)cc1/C=N/NC(=O)c1ccc(OC)c(OC)c1	-5	0	101	103	3.4	-4	-2	-1	0
O=C(COC(=O)CCSc1ccccc1)NCc1ccccc1	3	0	89	83	2.2	-2	-2	1	0
COc1ccc(OC)c(C(=O)/C=C/c2cccnc2)c1	2	7	90	88	0.1	6	5	7	1
CC(=O)C1=C(C)NC(SCC(=O)c2ccc(F)cc2)=C(C#N)C1CC(C)C (centres undefined)	0	0	92	92	-0.2	8	5	10	-5
CC(C)=C1SC(N2CCN(c3ccc(C)c(Cl)c3)CC2)=NC1=O	17	0	109	95	3.5	-4	4	1	-1
Cc1ccc(NC(=O)CCC(=O)c2cc(C)sc2C)nc1	10	0	109	97	1.7	1	5	1	-2
COc1cccc(NC(=O)CCN2CCN(C)CC2)c1	11	0	113	113	-1.7	7	-4	-3	-1
COC(=O)c1cc2n(n1)CCN(Cc1ccccc1F)C2=O	7	2	109	108	0.0	4	10	7	-3
Cc1ccc2c(=O)oc(N(C)C)nc2c1	7	0	101	105	1.0	10	6	5	8
O=C(Nc1ccc(-c2nc3ccccc3[nH]2)cc1)c1c(F)c(F)c(F)c(F)c1F	6	0	98	101	-3.9	-4	2	-7	-5
CCS(=O)(=O)c1ccc2oc(Nc3cc(Cl)ccc3OC)nc2c1	3	2	91	102	0.4	4	-2	0	1
CCCNC(=O)Cc1c(OC)ccc2cc(Br)ccc12	14	1	95	88	-1.3	-5	3	4	-3
COc1cccc(NC(=O)c2ccc3c(c2)OCO3)c1	-2	0	95	94	0.1	12	9	9	4
Cc1cc(OCC(=O)Nn2cnnc2)ccc1Br	13	71*	100	97	1.7	-1	2	0	2
CC(C)(C)CN1C(N)=NC[C@@H]1c1ccccc1	37	0	103	98	-2.4	6	2	3	4
